CHRM4 antagonist: CHRM4 antagonism in calcium assay | inhibition, % at 3 µM | CHO-hM4 cells, ACh EC80, Fluo-8 calcium fluorescence | 360,000 tested, 0.73% active | P08173;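 active = inhibition above its plate's cutoff, the mean inhibition of sample wells plus 3 SD, cut at about 27% in these data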;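 note: 0% = acetylcholine EC80 with DMSO and 100% = DMSO without agonist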
Target sequence (P08173 whole entry, looked up): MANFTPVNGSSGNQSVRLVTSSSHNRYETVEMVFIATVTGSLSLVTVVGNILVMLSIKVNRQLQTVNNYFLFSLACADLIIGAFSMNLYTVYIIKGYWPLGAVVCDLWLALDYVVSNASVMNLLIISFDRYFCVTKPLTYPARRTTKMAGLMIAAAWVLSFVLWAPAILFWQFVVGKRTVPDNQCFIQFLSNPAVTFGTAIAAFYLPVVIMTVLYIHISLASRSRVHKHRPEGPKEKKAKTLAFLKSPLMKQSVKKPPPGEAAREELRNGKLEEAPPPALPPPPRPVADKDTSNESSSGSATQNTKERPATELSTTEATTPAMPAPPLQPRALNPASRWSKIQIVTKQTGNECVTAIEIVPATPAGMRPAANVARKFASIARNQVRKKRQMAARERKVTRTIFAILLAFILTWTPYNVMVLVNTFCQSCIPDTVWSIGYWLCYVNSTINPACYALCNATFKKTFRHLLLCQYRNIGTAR
OXTR potentiate: potentiators of human oxytocin receptor. 320,000 tested, 0.061% active. CHO-OTR cells, Fluo-8 calcium fluorescence, potentiator mode; 0% = oxytocin EC15, 100% = EC100. activation, % at 3 µM;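 active = activation above that plate's cutoff, the mean activation of tested compounds plus 3 SD, cut at about 6.6% in these data, passing the limit was not always enough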;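 note: 100% uses oxytocin at 75 nM as the full agonist control; some results filed as inactive read as strong as hits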
Target sequence (P30559 whole entry, looked up): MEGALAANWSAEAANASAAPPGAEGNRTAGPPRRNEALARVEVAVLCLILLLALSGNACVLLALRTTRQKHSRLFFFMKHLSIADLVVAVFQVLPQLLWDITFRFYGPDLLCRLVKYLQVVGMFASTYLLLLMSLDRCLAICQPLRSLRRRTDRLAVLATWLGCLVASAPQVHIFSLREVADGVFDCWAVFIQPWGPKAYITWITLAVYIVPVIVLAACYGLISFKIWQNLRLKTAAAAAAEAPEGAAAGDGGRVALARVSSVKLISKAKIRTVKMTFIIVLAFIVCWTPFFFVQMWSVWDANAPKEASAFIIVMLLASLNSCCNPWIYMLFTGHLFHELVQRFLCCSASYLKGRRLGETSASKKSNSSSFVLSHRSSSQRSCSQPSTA
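Dosing: Single dose, 3.0 µM nominal final compound concentration | Material: Human OTR in CHO cells | Technique: Kinetic Fluo-8 calcium fluorescence | Benchmarks: EC15 oxytocin alone as 0%, 75 nM oxytocin as 100% | Probe or stimulus: Oxytocin at about EC15, sub-maximal agonist stimulus | Incubation: Compound 6 min at room temperature before oxytocin, 100 s read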
CHO parental Ca: counter-screen for OX1R antagonists: effect in parental CHO cells | parental CHO-K1, ATP-induced calcium, Fluo-8 fluorescence | inhibition, % at 5.6 µM | 330,000 tested, 0.63% active;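 active = inhibition above that plate's mean sample inhibition plus 3 SD, cut at about 26% in these data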;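 note: 0% = ATP-challenged DMSO wells and 100% = DMSO wells without ATP; some compounds past the cut are filed as inactive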
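Measured by: calcium-sensitive Fluo-8 fluorescence / Test system: CHO parental line / Controls: ATP-challenged DMSO wells low, unchallenged DMSO wells high / Measure: % inhibition / Compound: single nominal dose of 5.6 µM per compound / Replicates: single well per compound, no replicates / Reagent: ATP as calcium-mobilizing challenge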
CHRM1 antagonist: human CHRM1 antagonism. AID 588852. P11229. 360,000 tested, 1.3% active. CHO-K1 hM1, Fluo-8 calcium fluorescence, ACh EC80 antagonist. inhibition, % at 3 µM;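 active = percent inhibition above its own plate's cutoff, namely the mean of that plate's compound wells plus 3 SD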;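 note: peak over basal fluorescence ratio during 140 s after agonist addition; 0% = ACh EC80 plus DMSO and 100% = DMSO alone without agonist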
M1 ag: activates human CHRM1 receptor | P11229 | CHO-K1 hM1, Fluo-8 calcium fluorescence, agonist mode; 0% DMSO, 100% acetylcholine EC100 | activation, % at 3 µM | 360,000 tested, 0.33% active;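 active = activation above the run's mean compound activation plus 3 SD, cut at about 16% in these data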;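 note: peak over basal fluorescence ratio within a 140 s kinetic read after compound addition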
CHRM4 agonist: agonists of human muscarinic M4 receptor (CHRM4); P08173; CHO-K1 hM4/Gqi5, Fluo-8 calcium fluorescence; vehicle 0%, full acetylcholine response 100%; activation, % at 3 µM; 360,000 tested, 0.14% active; AID 624127;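 active = activation above the run mean over all test wells plus 3 SD, cut at about 32% in these data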;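 note: peak over basal fluorescence ratio per well then scaled between controls; 0% = DMSO wells and 100% = acetylcholine at EC100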
CHO-K1 Ca ag: nonselective activator or artifact in parental CHO-K1 cells; Fluo-8 calcium fluorescence; scaled to maximal ATP response, vehicle zero; activation, % at 3 µM; 360,000 tested, 0.48% active; AID 602248; in the data active = activation above about 15%;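 note: untransfected CHO-K1 host cells lacking M1 receptor as counterscreen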
CHO-K1 Ca antag: nonselective inhibitor or artifact in parental CHO-K1 cells | ATP-induced calcium, Fluo-8 fluorescence | inhibition, % at 3 µM | 360,000 tested, 0.6% active | AID 602250;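 active = inhibition above a per-plate cutoff, the plate's mean sample inhibition plus 3 SD, cut at about 24% in these data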;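 note: 0% = DMSO plus EC80 ATP and 100% = DMSO alone without ATP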
CHRM1 PAM: human CHRM1 positive allosteric modulation. P11229. CHO-K1 hM1, Fluo-8 calcium fluorescence, ACh EC20; 0% = ACh EC20, 100% = maximal ACh. AID 588819. 360,000 tested, 0.088% active. activation, % at 3 µM; in the data active = activation above about 19%, passing the limit was not always enough
Starred values were filed as active, the others as inactive; / = not tested or not shown. Rows were taken by chance, and some 2.9% of all compounds hit somewhere here.

Each structure is followed by: CHRM4 antagonist, OXTR potentiate, CHO parental Ca, CHRM1 antagonist, M1 ag, CHRM4 agonist, CHO-K1 Ca ag, CHO-K1 Ca antag, CHRM1 PAM
Cn1c(=O)c(C(=O)NCc2ccccc2)c(O)c2ccccc21
  6, -15, -3, -14, 4, 0, 0.2, 22, 8
O=C(NC(=S)Nc1ncc(Br)cc1Br)c1ccccc1
  -12, -9, -2, -4, -2, -1, 0.4, -8, 4
CCOC(=O)CNC(=S)N(Cc1ccccc1)Cc1cccs1
  -4, 6, -14, -2, -6, -1, -0.1, -3, 5
CC1(c2nnc(Cc3ccccc3)o2)CC(c2ccc(C#N)cc2)=NO1 (stereo not given)
  -3, -15, -4, -2, 0, 7, 0.6, -7, 7
Cc1cccc(NC(=O)CSc2nc3[nH]c(=O)cc(O)c3s2)c1
  -1, -1, -6, -6, -3, 0, 0.2, -15, 8
CCC(C(=O)OC)n1cnc2c(nnn2-c2cccc(OC)c2)c1=O (stereo not given)
  -1, 0, -8, -15, -5, 1, 2.4, -6, 13
CN(C)c1ccc(C2C3CCCc4ccccc4C3=NN2C)cc1 (stereo not given)
  -1, -5, -9, -1, -4, 0, 1.1, -12, 1
O=C(NC(O)C(=O)c1ccccc1)c1ccccn1 (stereo not given)
  -4, -7, 10, -13, 2, 2, 6.3, -13, 13
CCN(CC)c1ccc(/C=N/Nc2nc(C)cc(C)n2)c(O)c1
  -6, -7, -11, -1, -1, 1, 0.4, 3, 4
NC(=O)c1cc[n+](CC(=O)NC(=O)Nc2ccccc2)cc1
  4, 2, -2, 4, -5, 0, 0.8, -12, 2
Cc1ccc(C(c2c(C)n(C)n(-c3ccccc3)c2=O)c2c(C)n(C)n(-c3ccccc3)c2=O)s1
  7, 4, -14, -4, -6, 0, 0.1, -7, 4
CCC(C(=O)O)N1C(=O)/C(=C/c2cccn2C)SC1=S (stereo not given)
  0, -7, -2, 1, -3, 1, 1.9, -9, -2
CCc1ccccc1NC(=O)c1cnc2n(c1=O)CCS2
  -4, -9, 8, -14, 0, 0, 2.1, 7, 10
COc1ccccc1NS(=O)(=O)c1cccc(C(=O)NN)c1
  -8, -7, -11, -5, -5, 3, 1.1, -6, 0
COc1ccccc1NC(=O)C1=C(C)Nc2ncnn2C1c1ccc(C)o1 (stereo not given)
  -3, 1, -9, -3, -3, 1, 2.9, -4, 8
O=C1C(c2ccccc2)=NCCN1C(c1ccc(F)cc1)c1nc2ccccc2[nH]1 (stereo not given)
  -9, /, /, -28, 0, 10, 2.1, -16, 2
CC(=O)c1ccc(OCc2c(-c3ccccc3)nnn2CC(=O)NS(=O)(=O)c2ccc(C)cc2)cc1
  -2, /, /, -21, 1, 0, -0.5, -3, 19
CCn1c(NC(=O)c2nn(C)cc2Br)nc2ccccc21
  -2, 0, -3, 4, -2, 1, 0.6, -8, -2
CC(=O)N(Cc1ccc(Br)cc1)c1cccc(C)c1C
  4, -11, -25, 8, -11, -2, 0.4, -3, -2
COc1ccc2[nH]c3c(c2c1)CCN1C(=O)C(CC(=O)NCc2cccc(C(F)(F)F)c2)C[C@H](C(=O)N(C(C)C)C(C)C)[C@@]31C (stereo not given in full)
  -23, /, -30, -27, -6, -1, -0.7, -20, 16

Structures shown so far that contain fluorine, in the order listed:
Each structure is followed by: CHRM4 antagonist, OXTR potentiate, CHO parental Ca, CHRM1 antagonist, M1 ag, CHRM4 agonist, CHO-K1 Ca ag, CHO-K1 Ca antag, CHRM1 PAM
O=C1C(c2ccccc2)=NCCN1C(c1ccc(F)cc1)c1nc2ccccc2[nH]1 (stereo not given)
  -9, /, /, -28, 0, 10, 2.1, -16, 2
COc1ccc2[nH]c3c(c2c1)CCN1C(=O)C(CC(=O)NCc2cccc(C(F)(F)F)c2)C[C@H](C(=O)N(C(C)C)C(C)C)[C@@]31C (stereo not given in full)
  -23, /, -30, -27, -6, -1, -0.7, -20, 16

Continuation:
Each structure is followed by: CHRM4 antagonist, OXTR potentiate, CHO parental Ca, CHRM1 antagonist, M1 ag, CHRM4 agonist, CHO-K1 Ca ag, CHO-K1 Ca antag, CHRM1 PAM
O=C(CN1CCN(c2ccc(O)cc2)CC1)Nc1cc(S(=O)(=O)N2CCCCC2)ccc1Cl
  -8, -15, -12, 4, 0, 17, 3.4, -12, 0
Cc1cccc(NC(=S)N2CCn3cccc3C2c2cccnc2)c1 (stereo not given)
  7, -9, -17, -1, -3, 0, 13, 13, 3
CCOC(=O)c1nnc(-c2ccccc2)nc1Oc1ccccc1Cl
  4, -4, -2, -9, -3, 0, 0.1, -13, 8
CC(C)Cn1cc(C(=O)NCCCN2CCC(C)CC2)c2c3ccccc3n(C)c2c1=O
  2, 2, -19, -7, -4, 1, 0.7, -12, 8
CCN(CC(=O)NCc1ccc(Cl)cc1)C(=O)CCC(=O)c1ccc(C)cc1
  -4, -1, -39, -18, -5, 1, -0.8, 9, 13
Cc1ccc(C(=O)c2cccc(N)c2)cc1C
  -3, 0, -7, -8, -7, 0, 0.7, -4, 8
CCN(CC)S(=O)(=O)c1ccc(/C=C/C(=O)Nc2ccc(F)cc2F)cc1
  -7, -8, -7, 0, -6, 8, 8.7, -12, -6
Cc1[nH]c2ccccc2c1C(=O)CN1CCN(C/C=C/c2ccccc2)CC1
  2, -15, -1, -2, -6, 3, 0.8, -4, -4
COCCN(C(=O)CSc1n[nH]c(-c2ccccc2)n1)c1c(N)n(CC(C)C)c(=O)[nH]c1=O
  -5, -10, 5, -14, 2, 0, 0.1, -3, 15
CC(C)=N/N=C1\NC(=O)C(C)S1 (stereo not given)
  9, -6, -3, -21, -2, -1, 0.4, -6, 17
CCOc1cc(CN2CCC(n3nccc3NC(=O)C3CC3)CC2)ccc1O
  -5, -3, -12, 24, -1, 0, 0.1, -3, -11
Cc1ccc2nc(NCc3ccco3)c(C=NCc3ccco3)c(=O)n2c1
  9, -3, -7, -20, 7, 1, -0.1, -20, 8
CCOc1ccc2[nH]c(=O)c(C(c3nnnn3Cc3ccco3)N3CCCC(C)C3)cc2c1 (stereo not given)
  -8, -2, -25, -8, -2, 2, 0.1, -3, 4
CCCNC(=O)C1(C)CCCN(Cc2cccs2)C1 (stereo not given)
  -9, /, /, -10, -5, 1, 0.1, -8, 8
CCC(=O)OC1(C)C(=O)C2=COC(c3ccc(OC)cc3)=CC2=C(Br)C1=O (stereo not given)
  -1, -3, 4, -2, -3, 10, 1.4, -9, 0
CCOC(=O)c1cnc(-n2cc(C)cn2)nc1Nc1ccccc1OC
  -5, 2, -9, -9, -2, 1, 0.3, -3, 11
CCn1c2ccccc2c2cc(NC(=O)c3ccco3)ccc21
  0, -5, -24, -4, -10, 4, 0.8, -15, 2
COCCSc1nc(N)c(NC(=O)c2ccco2)c(=O)[nH]1
  10, -5, -13, -9, -1, 1, 2.4, -4, 7
COc1ccccc1NC(=O)CCn1c(=O)sc2ccccc21
  -3, 0, -9, -14, -2, 4, 1.3, -15, 6
Cc1cc(C)cc(N2C(=O)CC(Sc3nnnn3-c3ccccc3)C2=O)c1 (stereo not given)
  3, -6, -15, 0, -6, 1, 1.1, -38, -1

Not a retest: entries from further up.
Each structure is followed by: CHRM4 antagonist, OXTR potentiate, CHO parental Ca, CHRM1 antagonist, M1 ag, CHRM4 agonist, CHO-K1 Ca ag, CHO-K1 Ca antag, CHRM1 PAM
O=C(CN1CCN(c2ccc(O)cc2)CC1)Nc1cc(S(=O)(=O)N2CCCCC2)ccc1Cl
  -8, -15, -12, 4, 0, 17, 3.4, -12, 0
Cc1cccc(NC(=S)N2CCn3cccc3C2c2cccnc2)c1 (stereo not given)
  7, -9, -17, -1, -3, 0, 13, 13, 3
CCOC(=O)c1nnc(-c2ccccc2)nc1Oc1ccccc1Cl
  4, -4, -2, -9, -3, 0, 0.1, -13, 8
CC(C)Cn1cc(C(=O)NCCCN2CCC(C)CC2)c2c3ccccc3n(C)c2c1=O
  2, 2, -19, -7, -4, 1, 0.7, -12, 8
CCN(CC(=O)NCc1ccc(Cl)cc1)C(=O)CCC(=O)c1ccc(C)cc1
  -4, -1, -39, -18, -5, 1, -0.8, 9, 13
Cc1ccc(C(=O)c2cccc(N)c2)cc1C
  -3, 0, -7, -8, -7, 0, 0.7, -4, 8

(further entries)
Each structure is followed by: CHRM4 antagonist, OXTR potentiate, CHO parental Ca, CHRM1 antagonist, M1 ag, CHRM4 agonist, CHO-K1 Ca ag, CHO-K1 Ca antag, CHRM1 PAM
CC1CC1C(=O)N1CCN(S(=O)(=O)c2cc(C(F)(F)F)cc(C(F)(F)F)c2)CC1 (stereo not given)
  6, -7, -27, -4, -1, 1, 0.6, 2, 6
COc1ccccc1NC(=O)C1=C(C)NC2=C(C(=O)CC(c3ccc(OC)c(OC)c3)C2)C1c1coc2ccccc2c1=O (stereo not given)
  -8, -8, -25, 5, -1, 11, 4.0, -4, -7
Cc1ccc(-c2nc3sc4c(c3c(=O)n2N)CC(C)(C)OC4)cc1
  -1, -13, -4, -6, -1, 0, 0.4, 5, 7
Cc1ccc(NC(=O)/C=C/c2cccs2)c([N+](=O)[O-])c1
  4, -1, -11, 2, -5, -1, 0.7, -2, 1
CCc1cccc(CN2CCC(CNC(=O)Nc3ccc(Cl)cc3)CC2)c1
  9, -12, 0, -5, -3, 2, 1.1, -13, 3
COc1ccc2nc(N(CCN(C)C)C(=O)c3ccc4c(c3)OCCO4)sc2c1
  -6, -2, -11, -17, -4, 1, 2.4, -12, 16
Cc1ccc(CNC(=O)CCS(=O)(=O)Cc2ccc(C)cc2)cc1
  -7, -2, 22, -5, -4, -1, -0.4, -14, 3
CCOC(=O)N1CCN(S(=O)(=O)c2cc(Cl)ccc2Cl)CC1
  0, -5, -12, -3, -6, 0, -0.3, 4, 1
O=C(O)CC1(CC(=O)Nc2ccccc2Br)CCCC1
  0, -6, -17, -14, 1, 0, 0.2, 2, 11
CN(CCC1CCOCC1)Cc1cn[nH]c1-c1ccc(-c2ccccc2)cc1
  -4, -10, -18, -8, -6, 3, 0.3, -6, 7

From PubChem
